Screening results from PubChem BioAssay.
IDH1 R132H inh: blocks human mutant IDH1 R132H enzyme; IDH1-R132H enzyme, NADPH consumption, diaphorase/resazurin fluorescence; 0.093% of 390,000 active; O75874; Potency, µM (doses to about 76.6 µM), for inactives: at the highest dose activity change, negative = inhibition, hits mostly inhibitors; further: on the % scale 0 is the no-effect control and ±100 the full control effect; nearly all actives have a fitted effect of over 65% in size
Target sequence (O75874 whole entry R132H, stated change not applied): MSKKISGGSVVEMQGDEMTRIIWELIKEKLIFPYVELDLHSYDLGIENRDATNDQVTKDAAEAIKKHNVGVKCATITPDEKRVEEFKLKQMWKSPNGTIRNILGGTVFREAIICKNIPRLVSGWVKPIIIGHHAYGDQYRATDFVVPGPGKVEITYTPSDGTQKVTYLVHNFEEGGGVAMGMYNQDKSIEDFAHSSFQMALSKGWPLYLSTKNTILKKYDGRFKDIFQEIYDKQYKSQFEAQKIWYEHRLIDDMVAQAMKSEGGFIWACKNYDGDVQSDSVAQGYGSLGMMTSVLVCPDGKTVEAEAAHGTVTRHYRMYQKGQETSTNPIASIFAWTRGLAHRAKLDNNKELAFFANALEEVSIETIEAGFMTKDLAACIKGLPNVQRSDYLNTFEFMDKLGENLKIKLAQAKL
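IDH1-R132H (0.5 ug/mL dispensed) in pH 7.5 Tris buffer was preincubated 30 min with compound, then given a substrate mix of 0.016 mM NADPH and 2 mM alpha-KG for 80 min at room temperature; remaining NADPH was read by diaphorase/resazurin fluorescence.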
Vif-APOBEC3G blk: Vif-A3G binding inhibition; Q9HC16; HeLa A3G-eYFP + Vif (tagged APOBEC3G with the HIV-1 protein that degrades it), YFP fluorescence, overnight; Potency, µM (highest dose often 46.1 µM), inactives show at the highest dose activity, negative = active, usual class: inhibitors; 0.076% of 410,000 active; AID 602310;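 further: on the % scale 0 is the no-effect control and ±100 the full control effect; nearly all actives have a fitted effect of over 60% in size; hits raise eYFP signal because A3G escapes Vif-driven loss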
Target sequence (Q9HC16 whole entry, looked up): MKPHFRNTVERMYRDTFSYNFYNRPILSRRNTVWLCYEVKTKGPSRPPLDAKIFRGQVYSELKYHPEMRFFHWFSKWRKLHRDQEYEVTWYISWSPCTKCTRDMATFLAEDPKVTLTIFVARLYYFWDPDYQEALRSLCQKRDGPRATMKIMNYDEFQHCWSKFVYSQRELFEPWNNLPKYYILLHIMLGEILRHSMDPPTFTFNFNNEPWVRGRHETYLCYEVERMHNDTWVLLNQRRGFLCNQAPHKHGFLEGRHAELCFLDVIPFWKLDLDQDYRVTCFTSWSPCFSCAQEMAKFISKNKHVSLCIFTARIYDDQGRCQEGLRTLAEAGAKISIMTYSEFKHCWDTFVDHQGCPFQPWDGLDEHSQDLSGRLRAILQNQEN
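Read-out is eYFP fluorescence (Ex 488/Em 500-530) from Vif-expressing HeLa A3G-eYFP cells; more signal means A3G escaped Vif-mediated degradation. Cells plated overnight, compound pinned in, incubated overnight at 37 deg C.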
TrxR1 substrate: is turned over as a substrate by rat TrxR1; O89049; purified TrxR1 substrate turnover, NADPH consumption readout; Potency, µM (series often up to 114 µM), for inactives: at the top dose activity change, negative = substrate turnover; 0.01% of 390,000 active; AID 588456; further: on the % scale 0 is the no-effect control and ±100 the full control effect; nearly all actives have a fitted effect of over 50% in size
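Rat TrxR1, dispensed at 90 nM, was prereduced with 400 uM NADPH (final) for 5 min at ~22 deg C, then incubated with compound 15 min before 400 uM selenite. A first-read NADPH fluorescence drop versus no-compound background flagged substrates.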
USP1-UAF1 inh: inhibitors of human USP1/UAF1 deubiquitinase | recombinant USP1/UAF1, Ub-Rhodamine cleavage fluorescence | Potency, µM (titrated, usually from 57.1 µM), inactives show top-dose activity change, negative = inhibition, usual class: inhibitors | 0.23% of 390,000 active; further: on the % scale 0 is the no-effect control and ±100 the full control effect; nearly all actives have a fitted effect of over 60% in size; inactives centre near -12
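High-throughput fluorogenic screen: 1nM USP1/UAF1 complex, Ub-Rho substrate 150nM final, 50mM HEPES pH 7.8 with 0.5mM EDTA, 0.1 mg/ml BSA, 1mM TCEP and 0.01% Tween-20.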
Vif-APOBEC3F blk: inhibitors of Vif-A3F interaction; HeLa A3F-eYFP + Vif (tagged APOBEC3F with the HIV-1 protein that degrades it), YFP fluorescence increase; Potency, µM (titrated, usually from 46.1 µM), for inactives: top-dose activity, negative = active; 0.2% of 390,000 active; further: % of control where 0% means no effect; nearly all actives have a fitted effect of over 65% in size
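HeLa cells stably expressing Vif plus C-terminally eYFP-tagged A3F were seeded, incubated overnight at 37 deg C, dosed with compound, incubated overnight again at 37 deg C. Yellow fluorescence (Ex 488/Em 500-530) reported blocked Vif-mediated A3F-eYFP degradation.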
RGS4 inh: blocks human RGS4-accelerated GTP hydrolysis. Transcreener GDP fluorescence polarization, RGS4-accelerated GTP hydrolysis. Potency, µM (top dose mostly 114 µM), inactives show at the highest dose activity change, negative = inhibition, actives largely listed as inhibitors. 0.039% of 390,000 active; further: on the % scale 0 is the no-effect control and ±100 the full control effect; nearly all actives have a fitted effect of over 75% in size; some results filed as inactive show a strong effect at the top dose
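MLSMR compounds (23 nl, pin-transferred) preincubated 10 min at room temperature with a 500nM (2x) first reagent, then RGS4 at 900nM (2x) plus Transcreener GDP mix added; fluorescence polarization (620/688 nm) read before and after 90 min at 30 °C.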
TrxR1 inh: inhibitors of rat thioredoxin reductase 1; O89049; 1% of 390,000 active; Potency, µM (titrated, usually from 114 µM), for inactives: at the highest dose activity change, negative = inhibition, hits mostly inhibitors; recombinant rTrxR1, NADPH fluorescence consumption, selenite substrate; AID 588453; further: on the % scale 0 is the no-effect control and ±100 the full control effect; nearly all actives have a fitted effect of over 65% in size
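Rat TrxR1 (90 nM in the dispensed reagent) was pre-reduced with 400 uM NADPH for 5 min at room temperature, then incubated with compound for 15 min. After 400 uM selenite was added, NADPH fluorescence (Ex 340/Em 450 nm) was followed for 8 min.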
RXFP1 ag: agonists of human relaxin receptor RXFP1 | AID 2676 | Potency, µM (series often up to 57.5 µM), for inactives: top-dose activation, hits mostly activators | HEK293T-RXFP1 cAMP TR-FRET, 30 min; response scale: percent of porcine relaxin response, buffer zero | Q9HBX9 | 0.3% of 370,000 active; further: on the % scale 0 is the no-effect control and ±100 the full control effect; nearly all actives have a fitted effect of over 60% in size; many of its hits are not listed in these tables
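Agonist response is measured as cAMP accumulation in an RXFP1-transfected HEK293T line under PDE4 inhibition. Values are scaled between buffer-only and 29 nM porcine relaxin, and EC50s come from standard Hill equation fits.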
ALOX12 inh: ALOX12 (human) lipoxygenase inhibition. P18054. purified 12hLO, xylenol orange hydroperoxide absorbance. Potency, µM (highest dose often 108 µM), for inactives: at the top dose activity change, negative = inhibition, usual class: inhibitors. 1.1% of 580,000 active. AID 1671190; further: on the % scale 0 is the no-effect control and ±100 the full control effect
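Purified human 12hLO (150 nM final) in 25 mM Hepes, 0.01% Triton X-100, pH 7.0 was preincubated 15 min at room temperature with compound. Then 40 uM arachidonic acid was added, 30 min. Hydroperoxide was read by Fe-XO absorbance ratio 573/405 nm.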
Numbers without * were called inactive; ? = inconclusive; . = not tested or not shown; & = joins results of further samples; [ ] = remark or other dose. The call rests on the fitted dose curve; in most records, active means well fitted curve in the direction sought with a large enough effect; inconclusive means small, poorly fitted or top-dose-only effect, or another doubt; inactive means no such curve, though single readings can be large; an effect the other way counts as inactive or inconclusive. Potency means the concentration at half of the fitted maximal effect.

Results follow in this order: IDH1 R132H inh | Vif-APOBEC3G blk | TrxR1 substrate | USP1-UAF1 inh | Vif-APOBEC3F blk | RGS4 inh | TrxR1 inh | RXFP1 ag | ALOX12 inh
> COCCn1nnnc1C(C(C)C)N(Cc1cccnc1)Cc1cc2cc(OC)ccc2[nH]c1=O (stereo not drawn)
 : 4% | -2% | 16%[57.1 µM] | -3% | -14% | -24% | 5%[57.1 µM] | 2.7% | -24%
> CCOCCCNC(=O)CN1CCN(S(=O)(=O)c2ccc3c(c2)CCC3)CC1
 : -7% | 1% | 4% | -4% | 3% | 13% | 9% | -2.1% | 29%
> Cc1cc(C)cc(NC(=O)C(=O)NCCCN2CCOCC2)c1
 : 6%&-6% | 1%&2% | 12%&5% | -22%&-24% | 4%&6% | 6%&5% | 14%[57.1 µM] | 1.4%&3.4% | 1%&-19%
> COc1cc(C(=O)NCC(c2ccc3c(c2)OCO3)N2CCOCC2)cc(OC)c1OC (stereo not drawn)
 : 0% | 1% | -3%[57.1 µM] | -14% | 0% | 1% | 23%[57.1 µM] | 3.2% | -9%
> C[C@H]1CN([C@@H](C)CO)C(=O)CCCn2nncc2CO[C@H]1CN(C)S(=O)(=O)c1cccc(F)c1
 : 16% | 2% | . | -13% | -25% | . | . | . | ?
> COc1cc2[nH]c(=S)nc(NCCc3ccc(C)cc3)c2cc1OC
 : -3% | 5% | 3% | -16% | ? | 5%[11.4 µM] | 11% | ? | -26%
> Cc1ccccc1NC(=O)c1cc(S(=O)(=O)N2CCOCC2)cs1
 : -2% | 0% | -6% | -21% | 2% | 6% | 4% | -0.5% | 23%
> Cc1ccc2oc(C(=O)Nc3cc(C)on3)c(C)c2c1
 : 6% | 0% | 13% | -9% | -1% | 15% | 53%[activator] | 2.7% | 13%
> Cc1cccc(C(=O)NC2CCN(S(=O)(=O)c3ccc(F)cc3)CC2)c1
 : 12% | -8% | 8% | ? | 1% | 1% | 17% | -1.0% | -13%
> COc1ccc(N2CCN(C(=O)c3[nH]c4ccc(OC)cc4c3C)CC2)cc1
 : 0% | -1% | 1% | -26% | 21% | -37%[56.9 µM] | 14% | -0.7% | -12%
> CCO[C@H]1OC(C(=O)NCc2ccccc2)=C[C@@H](C2CCCCC2)[C@@H]1CCCO
 : 3% | 1% | 1% | -16% | 3% | 10% | 10% | -0.7% | ?
> CN(C)c1ccc(C(=O)N/N=C/c2ccccn2)cc1
 : 7% | 1% | -20% | -18% | -6% | 8% | ? | 2.4% | -9%
> COc1ccc(-c2nc3sc(CCNC(=O)c4ccco4)c(C)n3n2)cc1
 : 23% | -11% | -6%[57.1 µM] | ? | 5% | 16% | 6%[57.1 µM] | 4.9% | -10%
> CCCCCOc1ccc(CSc2ncn[nH]2)cc1
 : 9% | -5% | 2%[57.1 µM] | -21% | 7% | -4% | 5%[57.1 µM] | 0.4% | ?
> COc1cc(/C=N/NC(=O)Cc2ccccc2)ccc1Oc1ccc([N+](=O)[O-])cc1[N+](=O)[O-]
 : 10% | -5% | 1% | -13% | 13% | -32% | 9% | 0.3% | -13%
> O=C(O)CCCNC(=O)c1nn(Cc2ccccc2)c(=O)c2ccccc12
 : 4% | 4% | 3% | -20% | 20% | 3% | 12% | 4.4% | -6%
> CC(C(=O)c1c[nH]c(C(=O)N=CN(C)C)c1)c1ncc(C(F)(F)F)cc1Cl (stereo not drawn)
 : 8% | -5% | 0% | 3% | -6% | 8% | 0% | 0.0% | 0%
> Cc1ccc(S(=O)(=O)c2c(C)c(C)c(C)[nH]c2=O)cc1
 : -13% | 0% | -8% | -16% | 0% | 24% | -8% | 1.4% | -4%
> COc1ccc(-c2cn[nH]c2-c2ccc(OCc3ccccc3F)cc2O)cc1OC
 : -10% | -10% | -4% | -1% | -3% | 36%[11.4 µM] | 14% | 1.8% | ?
> COc1cc(CC(=O)NCC(C)(C)N2CCOCC2)cc(OC)c1OC
 : 3% | 3% | 10% | -19% | -4% | 2% | 15% | 3.1% | -5%
> COc1ccc(C(=O)CN2CCN(c3cc(C)nc4ccccc34)CC2)cc1
 : -2% | -4% | 0% | -13% | -6% | -22% | -22% | 3.8% | ?
> COCCNC(=O)CCCn1c(SCc2ccccc2Cl)nc2c(sc3ccccc32)c1=O
 : -2% | 0% | 13% | -23% | -5% | -5% | 19% | 9.0% | ?
> Cn1c(NC(=O)c2cc(Br)ccc2Cl)cc(=O)n(C)c1=O
 : 12% | -9% | 3% | -19% | 2% | -19% | 15% | 3.3% | -11%&-18%
> COc1ccccc1N(CC(=O)N/N=C/c1c(O)ccc2ccccc12)S(C)(=O)=O
 : 3% | -3% | -2% | -20% | 0% | -7% | -3% | 3.3% | -6%
> CC[C@]12c3[nH]c4cc(-c5ccco5)ccc4c3CCN1C(=O)[C@@H](CC(=O)NC/C=C(\C)CCC=C(C)C)C[C@@H]2C(=O)N1CCN(C(=O)C2CC2)CC1
 : 35µM* | -10% | 12% | -20% | 7% | ? | -11% | . | ?
> COCCN1C(=O)c2oc3ccc(C)cc3c(=O)c2C12C(=O)N(C)c1ccccc12 (stereo not drawn)
 : -7% | 7% | 1% | -14% | -4% | -22% | 13% | 0.8% | 0%
> CN1CCN(C(CNS(=O)(=O)c2ccc([N+](=O)[O-])cc2)c2ccc(F)cc2)CC1 (stereo not drawn)
 : 4% | 0% | -12% | -16% | 8% | -7% | -19% | 0.1% | ?
> CCn1c(SCC(=O)N2CCCCCC2)nc2c([nH]c3ccccc32)c1=O
 : 1% | -4% | -1% | -17% | 2% | 8% | -8% | 0.2% | 1%
> Cc1ccccc1NCC(=O)N/N=C/C(Br)=C/c1ccccc1
 : 4% | ? | -8% | 4% | -25% | 1% | -16% | 2.9% | -4%
> O=C(COC(=O)/C=C/c1ccccc1)Nc1cc(C(F)(F)F)ccc1N1CCOCC1
 : -2% | 6% | 10%[57.1 µM] | -6% | 1% | -53% | 5%[57.1 µM] | 0.0% | -15%
> O=C1C=CCCC1
 : -11% | -4% | 5% | -25% | -2% | 11% | 11% | 2.9% | -15%
> COc1ccc(OC)c(/C=C/C(=O)OCC(=O)Nc2nnc(-c3ccccc3)o2)c1
 : 0% | -6% | 5% | -14% | -15% | 1% | -4% | 2.2% | 8%
> O=C(c1ccc(Br)o1)N1CCN(c2ccc3nnc(-c4ccc(F)cc4)n3n2)CC1
 : 8% | 0% | -3% | -15% | 3% | -23% | -23% | 0.0% | 55%[activator]
> Cc1cc(C)c2cc(C#N)c(N3CCNCC3)nc2c1
 : -7% | -2% | . | -13% | 2% | . | . | . | ?
> CC(CC1CC(C)(C)OC1=O)C(=O)Nc1nncs1 (stereo not drawn)
 : 7% | -1% | -3% | 6% | 0% | -31% | 9% | 0.7% | 13%
> COC(=O)C[n+]1cccc2ccccc21
 : 1% | -3% | 1% | -11% | ? | -29% | 1% | 3.2% | 9%
> COc1ccc(-n2cc(CNCc3cnc4ccccn34)c(-c3cccc(F)c3)n2)cc1
 : 4% | -2% | 24%[57.1 µM] | -13% | -2% | 2% | 26%[57.1 µM] | 2.9% | -1%
> CCOC(=O)N1CCN(C(=S)NC(=O)c2cncc(Br)c2)CC1
 : -1% | 0% | -10% | -4% | 6% | -14% | -25% | 2.6% | -29%
> CCc1nnc(NC(=O)c2ccc(Br)o2)s1
 : 6% | -2% | -2%[57.1 µM] | -16% | 0% | 8% | 11%[2.29 µM] | 0.3% | -10%

Only part of the results is shown. The share of hits here may be higher or lower than overall.
